# HP1b chromo inh: inhibitors of HP1-beta chromodomain binding to methylated histone tails; 390,000 compounds, 0.56% hits; P83916; AlphaScreen HP1-beta / biotin-H3K9me3 peptide binding; Potency, µM (titrated, usually from 114 µM), for inactives: at the top dose activity change, negative = inhibition, hits mostly inhibitors; AID 540317; note: potency is the fitted concentration of half-maximal effect; nearly all actives have a fitted effect of over 70% in size; inactives centre near 23
#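 HP1-beta protein (50 nM final) preincubated 30 min at room temperature with biotinylated H3(1-18)K9me3 peptide (50 nM) in PBS pH 7.4, 0.01% Tween-20, then compound added for 30 min. AlphaScreen streptavidin donor/nickel chelate acceptor beads (10 ug/mL final), 30 min dark, luminescence read.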
# ERG-DNA inh: ERG Ets/DNA interaction inhibition. Potency, µM (series often up to 76.9 µM), for the others: at the top dose FP activity, negative = inhibition, hits mostly inhibitors. 370,000 compounds, 0.028% hits. fluorescence polarization, His-ERG Ets domain / labelled DNA. P11308; active = well fitted inhibition curve with a large enough effect in the polarisation, with a control signal flat; inconclusive = small, poorly fitted or top-dose-only effect, or effect the other way, or a change in a side signal; inactive = no such curve, though single readings can be large or run the other way; the % refers to the polarisation;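 note: polarization taken with two DNA probes labelled with fluorescein and Texas red; potency is the fitted concentration of half-maximal effect; % of control where 0% means no effect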
#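 His-tagged ERG Ets domain (1 uM in the protein solution; 300mM KCl, 50mM Tris-HCl, 1mM EDTA, 1mM DTT, pH 7.5) received compound, then a probe mix of 5 nM fluorescein-DNA and 100nM Texas-615-DNA. Fluorescence polarization was read for both dyes.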
# JMJD2A Tudor inh: JMJD2A Tudor domain (human) inhibition; 390,000 compounds, 4.4% hits; Potency, µM (doses to about 114 µM), for the others: at the highest dose activity change, negative = inhibition, most hits filed as inhibitors; AID 504339; AlphaScreen JMJD2A-Tudor / H3K4me3 peptide binding; O75164; note: potency is the fitted concentration of half-maximal effect; % is set by controls: 0 for no effect and ±100 for the full control effect; nearly all actives have a fitted effect of over 50% in size
# PI4K2A inh: inhibitors of human PI4K2A. Q9BTU6. purified PI4K2A, ADP-Glo luminescence, 1 h; hits give low values. activity change, negative = inhibition, % at 76.9 µM. 420,000 compounds, 0.13% hits; in the data active = activity change below about -50%; inconclusive = mostly about -30% to -49%;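 note: -100% = wells without enzyme as full effect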
#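 ADP-Glo luminescence measured ADP generated by PI4K2A enzyme (4 ug/mL before mixing) with 1.2 mM PI substrate (pre-mix) and 300 microM ATP (pre-mix). Tris pH7.5 buffer with MgCl2, Triton X-100; 1 h reaction at ambient temperature.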
# Tb PGK inh: T. brucei PGK inhibition | AID 602233 | PGK/GAPDH coupled, Kinase-Glo luminescence, 60 min | Potency, µM (titrated, usually from 57.5 µM), inactives show at the highest dose activity change, negative = inhibition, hits mostly inhibitors | 380,000 compounds, 0.043% hits; note: potency is the fitted concentration of half-maximal effect; % is set by controls: 0 for no effect and ±100 for the full control effect; nearly all actives have a fitted effect of over 60% in size
#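 Recombinant glycosomal PGK reaction used 1,3-bisphosphoglycerate generated in-well by GAPDH (100nM final) in 100mM TEA pH 7.6, 5mM MgCl2, 0.01% Tween-20. After 60 minutes at room temperature, ATP was read by Kinase-Glo Plus luminescence end-point.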
# G9a block: blocks human histone lysine methyltransferase G9a; Potency, µM (highest dose often 102 µM), for inactives: at the top dose activity, negative = inhibition, usual class: inhibitors; 350,000 compounds, 8.8% hits; Q96KQ7; G9a H3K9 monomethylation, AlphaScreen, 2 h; note: potency is the fitted concentration of half-maximal effect; % is set by controls: 0 for no effect and ±100 for the full control effect; nearly all actives have a fitted effect of over 75% in size
#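 Enzyme 20 nM + cpd, 15 min RT; add b-H3K9 pep 500 nM / SAM 20 uM; 2 h RT; anti-H3K9me1 Ab 0.5 ug/mL + SA donor / anti-rabbit acceptor beads 20 ug/mL each, 10 min; AlphaScreen read.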
# GLS inhibitor: blocks human kidney-isoform glutaminase activity; 410,000 compounds, 0.21% hits; Potency, µM (doses to about 45.5 µM), without a hit: top-dose activity change, negative = inhibition, hits mostly inhibitors; AID 624170; GLS enzymatic activity, qHTS titration; note: potency is the fitted concentration of half-maximal effect; % is set by controls: 0 for no effect and ±100 for the full control effect
#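 Compounds were pin-transferred onto hKGA, after which L-glutamine (1 mM solution) and a detection mix of glutamate oxidase, HRP and Amplex Red were added. Initial and 30 min RT fluorescence reads were collected.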
# Pin1 inh: blocks the human prolyl isomerase Pin1; Pin1 FP peptide displacement, HiFluor488, 10 min; Potency, µM (series often up to 115 µM), for the others: top-dose activity, negative = inhibition, hits mostly inhibitors; 390,000 compounds, 0.009% hits; AID 504891; active = well fitted inhibition curve with a large enough effect in the polarisation, with a control signal flat, not every such curve was filed as active; inconclusive = small, poorly fitted or top-dose-only effect, or effect the other way, or a change in a side signal; inactive = no such curve, though single readings can be large or run the other way; the % refers to the polarisation; note: potency is the fitted concentration of half-maximal effect; % is set by controls: 0 for no effect and ±100 for the full control effect
# BAZ2B inh: BAZ2B (human) inhibition. Q9UIF8. 360,000 compounds, 4.4% hits. AID 504333. Potency, µM (doses to about 114 µM), for the others: at the highest dose activity change, negative = inhibition, most hits filed as inhibitors. AlphaScreen BAZ2B-H3K14Ac peptide displacement; note: potency is the fitted concentration of half-maximal effect; % is set by controls: 0 for no effect and ±100 for the full control effect; nearly all actives have a fitted effect of over 60% in size
#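 BAZ2B 50 nM plus b-H3(5-23)K14Ac 50 nM, PBS pH 7.4/0.01% Tween-20, 30 min RT; compound added (max 110 uM), 30 min RT; streptavidin donor/Ni-chelate acceptor beads 10 ug/mL final, 20 min dark; AlphaScreen read.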
# An asterisk follows results filed as active; i = inactive; ? = inconclusive; / = not tested or not shown; & = joins results of further samples; [ ] = dose if it differs, or a comment. Unless noted, calls come from the whole dose curve; as a rule, active = well fitted curve in the direction sought with a large enough effect; inconclusive = small, poorly fitted or top-dose-only effect, or another doubt; inactive = no such curve, though single readings can be large; an effect the other way counts as inactive or inconclusive.
HP1b chromo inh	ERG-DNA inh	JMJD2A Tudor inh	PI4K2A inh	Tb PGK inh	G9a block	GLS inhibitor	Pin1 inh	BAZ2B inh	SMILES
43%&22%[activator]	9%&-4%	-12%&1%	-2&6	0%&-7%	17%	0%&4%	-8%&0%	-28%&0%	CN(c1ccccc1)S(=O)(=O)c1nnc(NC(=O)c2ccco2)s1
58%[activator]	9%	-11%	-8	-8%	5%[59 µM]	-3%	1%	7%	COc1cccc(NC(=O)C2CC(=O)N(Cc3ccco3)C2)c1 (centres undefined)
18%	2%	-22%	0	i	/	-7%	10%	/	Cc1ccc(NC(=O)C2CCC(C(C)(C)C)CC2)cc1S(=O)(=O)N1CCOCC1 (centres undefined)
0%	-12%	56µM*	-2	-5%	-29%	-2%	-4%	79µM*	OC(COc1ccccc1)CN1CCCC1 (centres undefined)
19%	4%	5%	-1	0%	0%[12.7 µM]	-16%	2%	6%	NC(=O)C1CCN(c2nc(-c3ccccc3)nc3ccccc23)CC1
32%	-13%	-7%	1	2%	/	-1%	-5%	-14%	CCOc1ccc(CN2CCC(n3nccc3NC(=O)CCCc3ccccc3)CC2)cc1
20%	-4%	-16%	3	6%	9%	6%	7%	-7%	COc1ccccc1-n1cc(CN2CCN(CC=C(C)C)C(CCO)C2)cn1 (centres undefined)
15%	-3%	-9%	-2	-1%	-47%	42%[activator]	33%[activator]	?	CCOC(=O)c1sc(NC(=O)c2ccoc2C)c(C(N)=O)c1C
?	-3%	22µM*	-2	-3%	?	0%	-1%	22µM*	CCn1c(C(=O)N2CCC(C(=O)N3CCN(c4cc(C)ccc4C)CC3)CC2)cc2sccc21
22%	/	-9%	-5	-7%	?	8%	-10%	28µM*	O=c1c(C(c2ccccc2)c2c(O)sc3ccccc3c2=O)c(O)sc2ccccc12
19%	-4%	?	1	1%	31%	4%	0%	9%	Cc1ccc(NC(=O)NC2CCN(CC(=O)Nc3nccs3)CC2)cc1
26%	-2%	-8%	2	7%	-6%[2.33 µM]	-2%	17%	5%	COc1cccc(NC(=O)CN(c2ccccc2OC)S(=O)(=O)c2cccs2)c1
-17%	3%	11%	9	1%	-16%[12.7 µM]	/	16%	0%[57.1 µM]	CCC(=O)Nc1sc2c(c1C#N)CC(C)(CC)OC2 (centres undefined)
35%	1%	-3%	2	0%	-20%[12.7 µM]	-6%	0%	0%	CCOC(=O)c1cccc(NC(=O)c2cnccn2)c1
61%[activator]	/	-23%	8	/	-11%[59 µM]	15%	-1%	7%	c1cc(-c2nnc3n2CCCCC3)ccn1
11%	-2%	-16%	11	4%	9%[59 µM]	11%	-9%	-2%	CC(=O)c1cccc(NC(=O)Nc2cccnc2)c1
34%	-5%	?	-3	-11%	40µM*	2%	-9%	?	CCCC(=O)Nc1nnc(-c2ccccc2)o1
26%	5%	-17%	-1	-9%	?	1%	-7%	-38%	COc1cccc(C(=O)Nc2ccc(NC(=O)C(C)C)nc2)c1
49%[activator]	-2%	-6%	-6	-4%	0%[59 µM]	4%	2%	-1%	Cc1cc(C)c2oc(C(=O)Nc3sc4c(c3C(=O)NCc3ccco3)CCC4)cc(=O)c2c1
24%	2%	-17%	-4	-3%	?	-7%	1%	1%	COCCC(=O)N(Cc1ccc2c(c1)OCO2)C(C(=O)NC1CCCCC1)c1ccncc1 (centres undefined)
15%	8%	-5%	-3	4%	?	1%	-10%	-21%	CCOc1ccc(N(CC(=O)Nc2c(C)n(C)n(-c3ccccc3)c2=O)S(=O)(=O)c2ccccc2)cc1
117%[activator]	-12%	26%	5	-3%	-8%[12.7 µM]	-5%	-4%	15%	CC(C)OC1(c2ccccc2)OC(=O)c2ccccc21 (centres undefined)
37%	3%	-18%	-4	-3%	7.9µM*	-5%	-6%	50µM*	COc1ccc(C(=O)NNC(=O)CCC(=O)NNC(=O)c2ccc(OC)cc2)cc1
22%	-9%	-14%	0	0%	/	3%	-2%	/	CC(C)(C)[C@H]1COC(=O)CCCC/C=C\C[C@H](CC(=O)N(CCO)Cc2ccccc2)C(=O)N1
30%	0%	2%	-4	i	-4%[59 µM]	0%	-1%	-9%	Cc1nc2cc3nc(C(F)(F)F)[nH]c3cc2[nH]1
1%	4%	-9%	1	7%	-71%	-6%	1%	6%	O=C(Nc1ccc(Br)cc1)c1cc(-c2cccs2)on1
5%	-1%	-25%	3	-6%	-29%[59 µM]	-12%	-2%	-10%	Cn1nnnc1SCCCNCc1cc(Br)ccc1OCc1ccccc1F
94%[activator]	0%	17%	-8	i	76%[activator][59 µM]	1%	18%	157%[activator]	N/C(=N\OC(=O)c1cccc2ccccc12)c1ccc(Br)cc1
24%	0%	-8%	0	-3%	/	5%	9%	/	CN(C(=O)c1cccc(NC(=O)Cc2ccc(NC(=O)C3CCCN(C(=O)C4CC4)C3)cc2)c1)C1CC1 (centres undefined)
17%	/	-20%	0	-6%	22%[59 µM]	21%	2%	7%	c1ccc(Cn2nnnc2CN2CCCC2)cc1
36%	-2%	-18%	-7	-11%	-3%[59 µM]	16%	-1%	/	CCOc1ccc(NS(=O)(=O)c2ccc3[nH]cc(C(=O)N4CCCCCC4)c(=O)c3c2)cc1
37%	/	-7%	-6	-3%	11%[59 µM]	-3%	?	-6%	COc1ccc(C(=O)N/N=C/c2ccc(OC(=O)c3cccs3)cc2)cc1
78%[activator]	7%	16%	-7	-2%	11%	5%	?	31%	CSc1nc(-c2ccc(N(C)C)cc2)c(C#N)c(=O)n1C
28%	7%	-18%	-10	-8%	5%	14%	-2%	0%	CCc1nc(N2CCCCC2C(=O)O)c2oc3ccccc3c2n1 (centres undefined)
42%[activator]	-27%	-4%	5	10%	24%	10%	?	1%	CCOCCCNC(=O)CCc1ccc(-n2cnc3cccnc32)cc1
1%	0%	-19%	5	0%	-18%[59 µM]	1%	4%	-27%	Cc1ccc(-c2c3c(=O)n(C)c(=O)n(C)c3cn2CCCN2CCOCC2)cc1
47%[activator]	-1%	-12%	-2	7%	/	13%	7%	/	Cn1ncc(N=Cc2c(O)ccc3ccccc23)c1C(=O)N1CCOCC1
11%	-1%	-23%	2	i	14%	-2%	-10%	?	CC1=NN(C(=O)c2ccccc2)C(O)(c2ccc(Br)cc2)C1 (centres undefined)
36%	6%	-16%	5	10%	10%[12.7 µM]	0%	0%	-6%	CCOc1ccc(NC(=O)COc2ccccc2C(=O)NCc2ccccc2)cc1
45%[activator]	8%	-6%	3	i	25%	-6%	3%	-14%	CCc1nc(SCC(=O)NCCc2ccccc2)c2c(=O)n(C)c(=O)n(C)c2n1
38%	/	-23%	1	-5%	26%[59 µM]	21%	-11%	7%	CCC1CCC/C1=N\NC(=O)c1cc(C)[nH]n1 (centres undefined)
14%	-1%	-6%	2	1%	-1%	-3%	-1%	11%	Cc1cccc(CC(=O)NC2CCCCCC2)c1
-2%	-7%	-11%[11.4 µM]	-13	-6%	-22%[59 µM]	1%	0%	1%	CCn1c(C)nc2cc(S(=O)(=O)N3CCCC3)ccc21
34%	-3%	-14%	2	5%	/	6%	-5%	-15%	CC(=O)c1ccc(NC(=O)c2sc3nc4n(c(=O)c3c2C)CCCCC4)cc1
-13%	2%	?	5	5%	?	18%	-8%	45µM*	C=CCOc1cccc(C(=O)N2CCCC(Nc3ccc4c(c3)OCCO4)C2)c1 (centres undefined)
-10%	-7%	-11%	3	-9%	?	8%	4%	25%	COc1ccc(OC)c(NC(=O)Nc2cc(C(=O)O)ccc2C)c1
25%	-8%	7%	10	i	?	3%	-8%	6%	CC(NC(=O)c1ccc(F)cc1)c1ccccc1 (centres undefined)
14%	9%	?	-9	-8%	4%[59 µM]	?	-7%	-2%	CCOC(=O)C1=C(C)NC(=S)NC1/C=C/c1ccccc1 (centres undefined)
38%	0%	-2%	1	i	-2%[59 µM]	-6%	6%	-1%	COc1ccccc1CNC(=O)c1cccc(Nc2nc3ccccc3n3nnnc23)c1
53%	2%	3%	8	-2%	-5%	-1%	4%	12%	COCCCNC(=O)c1c(N)n(-c2ccc3c(c2)OCO3)c2nc3ccccc3nc12
-17%	6%	?	4	3%	/	27%	7%	?	Cc1cccc(OCC(=O)N(Cc2ccc(N(C)C)cc2)C2CCS(=O)(=O)C2)c1 (centres undefined)
-3%	-1%	-6%[11.4 µM]	-5	-5%	-8%[59 µM]	-20%	-4%	-26%	CC1(c2ccccc2)NC(=O)N(CC(=O)NCCC2=CCCCC2)C1=O (centres undefined)
30%	-3%	-10%	2	0%	/	-6%	0%	/	c1ccc(C[C@H]2CN=C(Nc3ccccc3)N2CCCC2CCCCC2)cc1
16%[57 µM]	-2%	-13%	-2	0%	35µM*	1%	6%	-7%	Cc1cccc(OC(C)C(=O)Nc2ccccc2C(=O)N2CCCCC2)c1 (centres undefined)
11%	-1%	-6%[57.1 µM]	0	4%	-8%[59 µM]	3%	22%	-1%	Cc1ccc(C(=O)COC(=O)c2cn(-c3ccccc3)nc2-c2ccccc2)cc1[N+](=O)[O-]

# Screening data as filed in PubChem.
